# Screening results: PubChem BioAssay, Vanderbilt High Throughput Screening Facility
# Cav3 T inh – inhibitors of human Cav3.2 T-type calcium channel; Cav3.2-expressing cells, Fluo-4 calcium fluorescence FDSS; hits give low values; 4% of 100,000 active; B-score at 10 µM; O95180;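 active = single-dose well whose peak fluorescence ratio is a statistical outlier from its plate by either plate-standardised score or position-corrected B-score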
# Starred values were filed as active, the others as inactive. An excerpt; count on the stated rates, not on these rows.
SMILES,Cav3 T inh
CCN1CCN(Cc2ccc(NC(=O)c3ccc(C)c(NC(=O)c4ccnnc4)c3)cc2C(F)(F)F)CC1,1.04
Cc1ccc2nc(NC(=O)CSCc3ccccc3)sc2c1,-0.323
CC12C(=O)N(Cc3ccco3)C(=O)C1C1c3ccccc3C2c2ccccc21 (stereo unspecified),-0.689
CN1CCN(C(=O)C2=C[C@@H](c3ccc4c(c3)OCO4)C[C@@H](OCc3ccc(CO)cc3)O2)CC1,2.4
O=C(NC1CCCCC1)NC1(C(=O)N2CCN3CCCC3C2)CCCCC1 (stereo unspecified),0.00114
Oc1ccc(N2CCN(C(c3ccccn3)c3nnnn3C3CCCC3)CC2)cc1 (stereo unspecified),0.627
CCCOC(=O)c1ccc(Oc2c(-c3ccc(O)cc3O)n[nH]c2C)cc1,-2.97
CC(=O)C(C(C)=O)c1c(Cl)c(O)c(O)c2c(C(=O)c3ccccc3)coc12,-1
O=C(NC(Cc1ccccc1)C(=O)O)c1ccc(S(=O)(=O)N2CCCCC2)cc1 (stereo unspecified),0.172
Cc1nc(N2CCC(C(N)=O)CC2)c2nnn(Cc3ccccc3)c2n1,0.747
Cc1onc(-c2c(Cl)cccc2Cl)c1C(=O)N1C=CC(C(F)(F)F)=NCC1,0.215
O=C(Nc1ccc(Oc2ccc(NC(=O)C3CCCO3)cc2)cc1)C1CCCO1 (stereo unspecified),-0.559
O=C(NC1CC1)c1ccc(S(=O)(=O)NC2CCCCCC2)cc1,0.0667
Cc1cccc(OCc2nnc(SCC(=O)OC3CCCCC3)o2)c1,0.118
O=C(CSc1nc2[nH]ncc2c(=O)n1-c1ccccc1)c1ccc2c(c1)OCCO2,0.819
COCCN1C(=O)N[C@@H](c2ccccc2)[C@@H](C(=O)OC)[C@H]1C,0.041
O=C(COC(=O)c1ccc(Br)o1)NCC1CCCO1 (stereo unspecified),-0.85
C=C1CCN([C@@H](C)C(=O)NCCCCCC)S(=O)(=O)c2ccccc21,0.263
O=C(O)C1CC=CCC1C(=O)Nc1ccccc1C(=O)N1CCN(c2ccccc2)CC1 (stereo unspecified),0.0959
O=C(COc1ccccc1)Nc1nccs1,0.325
Cc1noc(C)c1COc1ccc(C(=O)OCC(=O)N2CC3(C)CC2CC(C)(C)C3)cc1 (stereo unspecified),-1.56
O=C(CSc1nnc(CNc2cccc(C(F)(F)F)c2)n1Cc1ccco1)NCc1ccco1,0.074
Cn1cc([N+](=O)[O-])c(C(=O)Nc2ccn(Cc3c(F)c(F)cc(F)c3F)n2)n1,-0.0786
O=C(Cc1ccccc1)NC(Nc1cccc2ccccc12)C(Cl)(Cl)Cl (stereo unspecified),-0.0229
Cc1cccn2c(=O)c3cc(C(=O)NCCCN4CCCC4=O)n(C)c3nc12,-2.55
COc1ccc(OC)c(C2C3CN(C(C)C)CC=C3C(C#N)=C(N)C2(C#N)C#N)c1 (stereo unspecified),0.239
Cc1c(C#N)c2ccccc2n1CC(=O)N1CCCC1,0.342
CCOC(=O)C1=C(O)/C(=C\c2ccc(CNC(=O)C(=O)Nc3ccccc3)o2)N=C1C,-0.954
O=C(OCC1OC(n2ccc(=O)[nH]c2=O)C(O)C1OC(=O)c1ccccc1)c1ccccc1 (stereo unspecified),-0.89
Cc1ccnc2nc(C(=O)NCCc3ccc(F)cc3)nn12,0.217
Cn1c(NNC(=O)CCC2CCCCC2)cc(=O)n(C)c1=O,0.792
Cc1[nH]c2ccc(-c3nnc(SCC(=O)NCc4ccco4)n3Cc3ccccc3)cc2c1C,-4.05
CN(C)c1nc(NCc2ccccc2)nc(Oc2ccc(=O)[nH]n2)n1,0.193
O=S(=O)(c1ccc(N2CCN(CCO)CC2)nc1)N1CCCCC1,0.59
O=C(NCC1CCCO1)c1cc(-c2ccncc2)nc2ccc(S(=O)(=O)N3CCOCC3)cc12 (stereo unspecified),0.144
CCCCC(CCC(=O)O)(C(=O)OCC)c1csc(N)n1 (stereo unspecified),0.896
CCOC(=O)CN(C(=O)Cn1nnc(-c2ccc(C)cc2)n1)C(CC)C(=O)NC1CCCC1 (stereo unspecified),-1.79
CCOc1ccccc1C1C(C(N)=O)=C(C)Nc2nc(CCCO)nn21 (stereo unspecified),-0.103
O=C(c1ccco1)N1CCN(c2cccc(Cl)c2)CC1,-0.672
COc1ccc(NC(=O)c2cc(CC(C)C)on2)cc1OC,0.0501
Cn1cccc1Cc1nnc(SCC(=O)NCc2ccccc2)n1-c1ccc(F)cc1,-0.936
COc1ccc(C2OCC3(O)C(c4ccc(OC)c(OC)c4)OCC23)cc1OC (stereo unspecified),-0.884
CC(C)CCn1nnnc1C(c1ccccc1F)N1CCC(C(N)=O)CC1 (stereo unspecified),0.144
COc1cc2c(cc1OC)C1=NC(=O)CN1C(SCc1ccc(C)cc1)=N2,0.781
O=C1COc2ccc(C(=O)NCc3ccc4c(c3)OCO4)cc2N1,-1.04
O=C1CCCN1c1ccc(S(=O)(=O)Oc2cccc(Cl)c2)cc1[N+](=O)[O-],-1.38
O=C(OCC(=O)N(C1CCCCC1)C1CCCCC1)c1ccco1,-0.636
CCCCn1nc2cc(C(=O)NCc3ccccc3)ccc2c1OCC,-0.0107
Cc1ccc(-c2csc3nnc(SCC(=O)NCc4ccc5c(c4)OCO5)n23)cc1,-2.26
CCOC(=O)C1=C(c2ccccc2)N=C2SCC(=O)N2C1c1cccc(OC)c1 (stereo unspecified),-1.47
CCOC(=O)CCS(=O)(=O)c1nc(-c2ccccc2)cc(C(F)(F)F)n1,0.329
COc1cc(NC(=O)c2cccs2)c(C(=O)OCC(=O)NCc2ccccc2)cc1OC,0.269
CC(=O)/C=C(\C)Nc1ccc(-c2cnc(-c3ccccc3)o2)cc1,0.747
CSc1ccc(C(=S)N2CCN(C(c3ccccc3)c3ccccc3)CC2)cc1,-1.16
N#Cc1cn(CCOc2ccc(F)cc2)c2ccccc12,-2.1
O=C(O)CCCN=CC1=C(O)C(C(=O)c2ccccc2)CCC1=O (stereo unspecified),-1.91
CC(OCC(O)CN(C)CCOc1ccccc1)c1ccc(Cl)cc1 (stereo unspecified),-1.49
C=C(C)CN(CC)C(=O)COc1ccc(S(=O)(=O)Nc2ccc(OC)cc2)cc1,-0.63
CCn1c(CNC(C)=O)nnc1SCC(=O)c1ccc(Br)cc1,0.344
COc1ccc(N2CCN(C(=O)Nc3ccc(S(=O)(=O)N(C)C)cc3)CC2)cc1,0.916
# (next part)
SMILES,Cav3 T inh
Cc1ccc(/C=N/Nc2cccc3cccnc23)c(O)c1,-0.0745
N#CCCN(Cc1ccccc1)C(=S)NC(=O)c1ccccc1,0.522
CC1CC(C)CN(c2ncc3c(n2)CC(c2ccccc2)CC3=O)C1 (stereo unspecified),-2.49
CCc1ccc(-c2csc(NC(=O)C3CCCO3)c2C(=O)OC(C)C)cc1 (stereo unspecified),-2.27
Cc1noc(C)c1COc1ccc(C(=O)NCc2ccccn2)cc1,0.0255
O=C(O)CC(C(=O)OCCOc1ccccc1)N1CCOCC1 (stereo unspecified),0.157
CCOc1ccccc1C(=O)NCc1ccc2c(c1)OCO2,0.423
COC(=O)c1ccc2ncccc2c1,0.783
COc1ccc(NC(C)=O)cc1NC(=O)CSc1nnc(-c2ccccn2)n1C,0.593
CCC1(O)CC(C(=O)OC)=NN1C(=O)c1ccccc1 (stereo unspecified),1.11
CC(=O)NCCc1nc(-c2ccc(Cl)cc2)no1,0.551
COc1cccc(N2CCN(C(=O)NC3CCCCC3)CC2)c1,1.52
Cc1cc(C)c(C#N)c(SCS(=O)c2ccc(C(C)(C)C)cc2)n1 (stereo unspecified),-2.09
CC(C)Cn1c(=O)c2ccccc2c2ccccc2c1=O,-1.41
CCCCCOc1ccc(C(=O)NCC(=O)NCC(=O)OCC)cc1,0.000573
COc1ccc(N(CC(=O)N/N=C/c2cccs2)S(=O)(=O)c2ccc(OC)c(OC)c2)cc1,-1.66
S=c1[nH]nc(Cc2ccccc2)n1-c1ccccc1,0.083
COc1ccc(N2C(=O)C3C4C=CC(C4)C3C2=O)c(OC)c1 (stereo unspecified),-0.452
Cn1c(=O)c2c(nc(SCC(=O)NCc3ccc4c(c3)OCO4)n2Cc2ccc(Cl)cc2)n(C)c1=O,-2.73
CCn1c(N)c(C(=O)NC)sc1=S,0.153
COCCCNC(=O)C12CCC(C)(C(=O)C1)C2(C)C (stereo unspecified),1.06
COc1ccccc1N1CCN(CC(=O)Nc2cccc(F)c2)CC1,0.195
Cc1nc(C(=O)N(C)C)nn1-c1cc(Cl)ccc1Cl,0.00368
O=C(O)c1cc(Cl)c(Cl)cc1C(=O)N1CCOCC1,0.274
O=C(NC1CC2CCCC(C1)N2C(=O)NC1CCCCC1)c1ccc(F)cc1 (stereo unspecified),2.11
CCCCNC(=O)C1CCN(c2nc(OC)nc(OC)n2)CC1,0.655
C/C(O)=C\c1nc2ccccc2oc1=O,0.0308
Cc1ccc(CNC(=O)CCS(=O)(=O)c2cccc3nsnc23)cc1,1.23
C=C(C)Cn1c(C)cc(C)c(S(=O)(=O)c2ccccc2C)c1=O,-4.84*
COc1ccccc1C1CC(c2ccc(Cl)cc2)Nc2nc(N)nn21 (stereo unspecified),0.196
COc1ccc(OCc2nc3ccccc3[nH]2)cc1,1.15
CC(C)(C)OC(=O)NCCCCC1=CC2=CC(=O)C(C)(OC(=O)c3ccco3)C(=O)C2=CO1 (stereo unspecified),0.00206
Cc1ccc(Sc2cc(C(F)(F)F)nc(N(C)C)n2)cc1,-0.0742
NC(=O)c1cc(-c2ccccc2)nc(N2CCOCC2)n1,1.28
O=c1oc2c(CN3CCOCC3)c(O)c(Cl)cc2c2c1CCCC2,1.02
COCCCn1c(C)nc2c(c1=O)c1nc3ccccc3nc1n2CCc1ccccc1,-1.1
CCOC(=O)c1c(C)c(C(=O)NCc2cccnc2)c(C)n1CC,0.555
CC(OC(=O)C1CCN(S(=O)(=O)c2ccc(Cl)cc2)CC1)C(=O)N1CCc2ccccc21 (stereo unspecified),-4.65*
COc1ccc2c3c([nH]c2c1)C1CC2C(CC(O)C(OC)C2C(=O)O)CN1CC3 (stereo unspecified),-1.29
Cc1ccc(Oc2ccc(-c3nc(N)nc(N)n3)cc2)cc1,0.478
CCN(CC)CCCNC(=O)N[C@@H](Cc1ccccc1)C(=O)O,-0.718
O=C(c1ccco1)N1CCC(c2nc(-c3ccccc3Cl)no2)CC1,-0.487
CCC(=O)Nc1ccc(NC(=O)c2ccccn2)cn1,0.337
C/C(=N\Nc1nc2c(s1)CCCC2)c1ccc(Cl)cc1,1.04
Cc1cccc(N(C(=O)Cn2nnc3ccccc32)C(C(=O)NC(C)(C)C)c2ccsc2)c1 (stereo unspecified),-0.0472
COCCN(CCOC)c1ncnc2c1cnn2-c1ccccc1,0.176
N#Cc1nc(Cc2cccc3ccccc23)oc1NCC1CCCO1 (stereo unspecified),1.22
C/C(=N\NC(=O)c1ccc(Br)cc1)C1C(=O)c2ccccc2C1=O,-4.16*
O=C(Cn1ncnn1)OCc1ccccc1Cl,-0.0467
COc1cc(-c2noc(CCC(N)=O)n2)cc(OC)c1OC,-0.018
Cc1ccc(NCCC(=O)c2ccc(Cl)cc2)cc1C,-0.407
Cc1n[nH]c(=O)nc1Nc1ccc(O)cc1,0.58
Cc1cc(C)cc(-n2c(C)cc(/C=N/NC(=O)CSc3ncccn3)c2C)c1,-6.78*
CC1=[N+]([O-])C(C)(C)CC(C)(C)c2ccccc21,0.0149
O=C(Nc1ccc2nc(-c3cccs3)[nH]c2c1)c1cccs1,-0.764
O=C(O)C(Cc1cc2ccccc2[nH]1)N1C(=O)C2CC=C(Cl)CC2C1=O (stereo unspecified),-0.00479
CCCCn1c(N)c(N(CC)C(=O)c2ccc3c(c2)S(=O)(=O)c2ccccc2C3=O)c(=O)[nH]c1=O,-0.589
Cc1cccc(-c2nc(CSCC(=O)NCCCN3CCOCC3)c(C)o2)c1,0.839
c1ccc(Oc2cccc(OCCn3cncn3)c2)cc1,0.141
CC(=O)Nc1cccc(-c2csc(Nc3cccc(C)n3)n2)c1,-0.773
# The list continues.
SMILES,Cav3 T inh
Fc1ccc(-n2nnc(-c3nccs3)n2)cc1,0.329
CCOC(=O)c1c2c(c(=S)n(-c3ccccc3)c1N)CCC2,-0.00535
CCOC(=O)c1ccccc1NC(=O)CSc1nnc(Cc2cccn2C)n1-c1ccc(F)cc1,-5.47*
CCN(C(=O)CSc1nc2cc(C(=O)OC)ccc2c(=O)n1Cc1ccco1)c1cccc(C)c1,-4.29*
CC1CCc2c(sc3ncn4c(SCC(=O)NCc5ccco5)nnc4c23)C1 (stereo unspecified),-4.05
COc1cc2c(cc1NC(=O)C(C)OC(=O)C1CC(=O)N(Cc3ccco3)C1)oc1ccccc12 (stereo unspecified),-1.27
CCSc1ncc(/C=N/Nc2ccc(Cl)cc2)n1C,0.0121
